Bioassay records (PubChem)
NALP1 yeast inh = NALP1 inflammasome inhibitors in reconstituted yeast, colorimetric, S. cerevisiae, triplicate retest | S. cerevisiae NALP1/ASC/caspase-1 growth, X-gal OD620, 72 h | inhibition, % at 10 µM | 280,000 tested, 0.61% active; in the data active means inhibition mostly above about 24%, no sharp cut-off; inactive means mostly below about 32%; further: some compounds called inactive have numbers as strong as hits
PfM18AAP inh = PfM18AAP inhibitors, malaria aminopeptidase, primary screen, biochemical, QFRET, recombinant enzyme; M18 aspartyl aminopeptidase (Plasmodium falciparum 3D7); H-Glu-NHMec fluorogenic cleavage; inhibition, % at 7.35 µM; 290,000 tested, 1.2% active; AID 1822, 2009;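 active means inhibition above the campaign mean inhibition over all tested compounds plus 3 SD, cut at about 28% in these data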;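 further: 0% = plate median of test compound wells and 100% = 2 mM ZnCl2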
MEKK2 mut-MEK5 = MEK5 binding signal on mutant MEKK2 PB1, primary screen, biochemical, multiplex bead flow cytometry, Alexa488-MEK5 | Alexa488-MEK5 binding to MEKK2 mutant | percent response, % at 10 µM | 290,000 tested, 0.35% active; in the data active means percent response above about 24%, passing the limit was not always enough; further: inactives centre near 1; some results filed as inactive read as strong as hits; reference of the scale not given here
MEKK3 PB1 HTS = modulators of MEKK3-MEK5 PB1 binding, primary screen, biochemical, wildtype MEKK3, multiplex bead flow cytometry, Alexa488-MEK5; binding response (% of control), % at 10 µM; AID 1529, 2009; 290,000 tested, 1.4% active; Mitogen-activated protein kinase kinase kinase 3 (Homo sapiens), Q99759; bead-based flow cytometry, Alexa488-MEK5 binding to MEKK3; actives lie on both sides; 0 = blocked by unlabeled MEK5, 100 = vehicle;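 active means binding response more than 3 SD above or below the average of its plate-row segment, actives on both sides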;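 further: Alexa488 bead fluorescence after subtracting the streptavidin-only scavenger bead signal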
Target sequence (Q99759 whole entry, looked up): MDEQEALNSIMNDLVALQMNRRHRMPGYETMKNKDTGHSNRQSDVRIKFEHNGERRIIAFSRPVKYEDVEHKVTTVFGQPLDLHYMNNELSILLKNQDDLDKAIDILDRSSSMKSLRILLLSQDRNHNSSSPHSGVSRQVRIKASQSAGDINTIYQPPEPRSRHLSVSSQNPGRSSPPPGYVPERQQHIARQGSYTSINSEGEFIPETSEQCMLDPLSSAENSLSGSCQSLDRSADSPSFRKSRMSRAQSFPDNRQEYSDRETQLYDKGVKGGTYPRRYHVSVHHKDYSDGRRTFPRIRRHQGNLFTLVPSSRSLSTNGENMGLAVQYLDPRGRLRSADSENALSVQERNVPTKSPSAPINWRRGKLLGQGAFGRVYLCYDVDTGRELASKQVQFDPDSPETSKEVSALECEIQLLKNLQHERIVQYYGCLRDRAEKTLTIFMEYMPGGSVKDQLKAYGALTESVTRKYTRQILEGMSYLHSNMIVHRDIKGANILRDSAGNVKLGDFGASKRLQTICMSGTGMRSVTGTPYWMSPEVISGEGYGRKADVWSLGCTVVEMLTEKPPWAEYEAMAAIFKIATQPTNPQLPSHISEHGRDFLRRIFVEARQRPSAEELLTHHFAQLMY
GPR7 antagonist = GPR7 receptor antagonists, primary screen, cell-based, fluorescence, single concentration; GPR7-expressing cells, fluorescence antagonist assay; inhibition, % at 4.4 µM; 290,000 tested, 1.1% active; AID 1861, 2009; in the data active means inhibition above about 16%, passing the limit was not always enough;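 further: cells stimulated with the agonist NPW; 0% = agonist with vehicle and 100% = vehicle without agonist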
Target sequence (P48145 whole entry, looked up): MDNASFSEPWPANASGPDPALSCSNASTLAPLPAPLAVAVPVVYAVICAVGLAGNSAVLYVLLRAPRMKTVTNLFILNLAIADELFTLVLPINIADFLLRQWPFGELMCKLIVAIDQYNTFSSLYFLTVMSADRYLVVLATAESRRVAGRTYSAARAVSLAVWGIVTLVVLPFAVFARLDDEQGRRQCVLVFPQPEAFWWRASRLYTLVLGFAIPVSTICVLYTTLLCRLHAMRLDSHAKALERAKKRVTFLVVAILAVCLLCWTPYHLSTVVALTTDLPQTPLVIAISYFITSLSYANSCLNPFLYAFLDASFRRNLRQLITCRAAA
FID counter = compounds displacing fluorescent DNA intercalator, primary screen, artefact control for HCV NS3 helicase inhibitor project, biochemical, FID fluorescence. DNA fluorescent intercalator displacement. inhibition, % at 7.9 µM. 290,000 tested, 0.17% active; in the data active means inhibition above about 37%;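 further: 0% = vehicle and 100% = reference compound; higher means more ethidium bromide displaced from hairpin DNA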
PHOSPHO1 block = PubChem AID 1565 | recombinant PHOSPHO1, absorbance phosphatase assay | inhibition, % at 13.3 µM | 290,000 tested, 1.1% active; in the data active means inhibition above about 60%
OXTR ag = human OXTR agonists, primary screen, fluorescence, CHO-OTR cells, Fluo-8 calcium; Oxytocin receptor (Homo sapiens), P30559; Fluo-8 calcium fluorescence; normalized: DMSO 0%, oxytocin 100%; activation, % at 3 µM; 320,000 tested, 0.32% active; AID 2435, 2010;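 active means activation above the mean of all tested compounds plus 3 SD, cutoff set per screening run, cut at about 20% in these data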;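 further: peak over basal fluorescence ratio from a 100 s FLIPR kinetic read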
MEKK2 WT-MEK5 = modulators of MEK5 binding to wildtype MEKK2, primary screen, biochemical, multiplex bead flow cytometry, Alexa488-MEK5; Mitogen-activated protein kinase kinase kinase 2 (Homo sapiens), Q9Y2U5; Alexa488-MEK5 binding to MEKK2 WT; actives lie on both sides; binding response (% of control), % at 10 µM; 290,000 tested, 1.1% active; AID 1531, 2009; in the data active means binding response below about 67% or above about 130%
Starred values were filed as active, the others as inactive; . = not tested or not shown.

SMILES	NALP1 yeast inh	PfM18AAP inh	MEKK2 mut-MEK5	MEKK3 PB1 HTS	GPR7 antagonist	FID counter	PHOSPHO1 block	OXTR ag	MEKK2 WT-MEK5
Cn1c(SCC(=O)NC2CCCCCC2)nnc1-c1cccs1	10	-6	.	.	5	-10	-2	-1.2	.
O=C1N/C(=C/c2cccn2-c2ccccc2)C(=O)N1Cc1ccc(F)cc1	22	-3	-2	93	-1	-15	13	-1.9	95
O=C(NCCc1ccccc1)c1n[nH]c(=O)c2ccccc12	4	-1	-12	97	1	3	2	0.0	89
COc1ccc(-c2nc(NC(=O)c3cc(C(C)(C)C)nn3C)sc2C)cc1	24	-1	9	105	-12	-6	-8	-1.3	130
COc1ccc(/C=N/NC(=O)c2ccncc2)cc1CN1CCOCC1	.	3	-1	100	-24	-3	35	0.3	100
COc1cc(C(=O)O)cc(OC)c1OCc1cc(C(=O)O)oc1C	15	14	.	.	2	4	9	1.6	.
COc1ccc(OC)c(NC(=O)CSc2nnnn2C2CCCC2)c1	32	-4	-5	99	-5	-15	35	.	99
COC(=O)CCCCCN1C(=O)NC(C2CC2)C(C(=O)OCc2ccccc2)=C1C (stereo not given)	.	.	-1	103	.	.	.	7.8	98
Nn1c(SCC(=O)NC2CCS(=O)(=O)C2)nnc1-c1cccs1 (stereo not given)	-6	0	-1	96	-13	1	-1	3.8	97
COc1ccc(C(=O)CSC2=C(C#N)C3(CCCCC3)C(C#N)=C(N)N2)cc1	-5	4	3	100	7	2	11	9.9	95
CCCNC(=O)COC(=O)/C=C/c1ccco1	.	-5	2	107	-3	1	19	1.9	103
CCOc1ccc(S(=O)(=O)NCc2ccccn2)cc1	42*	2	4	99	-5	-2	1	1.3	98
Cc1ccc(-n2c(C)c([N+](=O)[O-])c3ccc(O)cc32)cc1	13	12	-19	88	-4	-2	15	-0.3	89
Cc1cc(C)n(Cc2ccc(Cl)cc2Cl)c(=O)c1S(=O)(=O)c1ccccc1	36	-3	3	103	-6	-2	18	-0.7	97
O=C(CN1CCN(C/C=C/c2ccccc2)CC1)NCc1ccc(Cl)cc1	-27	2	22	105	4	0	16	9.9	119
CCc1ccc(N(C(=O)c2ccco2)C(C(=O)NC2CCCC2)c2ccco2)cc1 (stereo not given)	.	-3	12	108	1	-37	.	-1.8	102
O=C(CCSc1ccccc1)N1CCN(c2ccccc2F)CC1	-4	3	0	102	1	-30	19	-2.4	100
Cc1ccc(-c2cn3c(=S)[nH]nc3s2)cc1	-3	64*	.	.	-7	-7	68*	0.7	.
O=C(Nc1ccccc1)C1=C[C@H](c2ccc3c(c2)OCO3)C[C@H](OCCCCO)O1	0	15	2	104	-1	-29	1	1.5	103
CNC(=O)c1cc2ccccc2o1	4	14	7	124*	-8	-4	-35	1.2	119
CCOc1cc(C2C(C(=O)N3CCCCC3)=C(C)NC3=C2C(=O)CCC3)cc(Br)c1O (stereo not given)	33	5	0	97	-6	-17	-14	0.1	101
COc1ccc(OCC(=O)NNC(=O)c2ccc3c(=O)n4c(nc3c2)CCC4)cc1	-3	2	-7	93	-1	-18	-14	-0.6	94
COc1cccc(C(=O)COC(=O)CCC(=O)c2ccccc2)c1	3	-2	2	102	-4	-31	7	0.6	106
Cc1cc(NC(=O)COn2nnc3ccccc32)no1	7	0	2	103	-5	2	35	-0.5	104
Cc1nnc(SCc2nc3sc4c(c3c(=O)[nH]2)CCCC4)n(N)c1=O	4	6	-4	94	17	-13	42	3.7	93
CCNC(=S)N1CCN(CCN=CC2=C(O)CC(C)(C)CC2=O)CC1	.	2	7	105	-10	-11	22	0.6	111
Cc1ccccc1/C=C1\OC(=O)c2ccccc21	10	2	6	105	-3	0	-3	-1.2	106
O=C(c1ccc(CNS(=O)(=O)c2ccc(Br)cc2)cc1)N1CCCCCC1	-8	0	-1	101	7	-50	5	7.4	98
CCC1(C(=O)O)NC(c2cccc(OC)c2O)C2C(=O)N(c3ccccc3)C(=O)C21 (stereo not given)	13	-1	1	93	2	-1	5	1.2	95
Cc1ccc(C)c(S(=O)(=O)N/N=C2/CCCc3ccccc32)c1	33	-35	5	107	-7	8	6	2.5	104
Cc1ccc(CNC(=O)CCNS(=O)(=O)c2ccc(C)cc2)cc1	3	10	1	99	-3	-12	5	-0.9	100
COC(=O)/C=C(\C)NC(=O)c1ccccc1Cl	4	3	0	101	1	-2	-36	-0.8	101
O=C(CCNC(=O)c1ccc(Br)cc1)Nc1nccs1	-5	-2	-17	53	1	0	28	-0.7	61
NC(=O)CC(NC(=O)c1ccccc1)c1ccc(NCc2ccccc2)c([N+](=O)[O-])c1 (stereo not given)	.	.	5	104	.	.	34	1.2	103
NC(=O)C1(C(N)=O)OC1c1ccc(Cl)cc1Cl (stereo not given)	.	0	2	94	-16	0	37	0.7	96
CC(C)c1ccc(/C=C/C(=O)Nc2nc3ccc([N+](=O)[O-])cc3s2)cc1	17	2	0	97	-12	1	-5	-0.2	92
Cc1cccc([C@@H]2[C@@H]3C(=O)N(Cc4ccccc4)C(=O)[C@@H]3[C@]3(CC(C)C)C(=O)N(c4cccc(Br)c4)C(=O)N23)c1	-23	3	-3	103	2	-23	-7	1.3	97
Cc1ccc(C(=O)NC2CCCCNC2=O)cc1 (stereo not given)	.	-11	-22	82	-6	0	27	-0.8	88
CC(C)CCNC(=S)Nc1ccccc1F	-5	-3	1	105	-4	-4	15	-1.4	106
CCCS(=O)(=O)N1CCc2ccc(NC(=O)C3CCCO3)cc2C1 (stereo not given)	-4	4	0	94	-11	-10	29	0.1	96
Cc1ccc(OCC(=O)NNC(=O)CCC(=O)Nc2ccc(C)cc2C)cc1	8	-12	.	.	-7	-2	-8	-0.1	.
O=C(O)CCCNC(=O)Cc1ccccc1	-8	3	-26	81	3	-2	42	0.3	90
CCCC1C(=O)Nc2ccccc2N1C(=O)c1ccc(C(C)(C)C)cc1 (stereo not given)	9	-2	0	98	-4	-32	.	-1.3	97
COc1cccc(NC(=O)C(NCCC(C)C)c2ccccc2)c1 (stereo not given)	1	8	-3	99	-5	-7	6	-0.7	102
CC1=NNC(=O)C1CC(=O)N/N=C/C=C/c1ccccc1 (stereo not given)	.	-2	2	95	-2	-4	-10	0.2	95
N#Cc1nc(-c2ccc(OCc3ccccc3)cc2)oc1NCc1ccco1	4	-1	4	101	2	0	5	-0.1	97
O=C(Nc1ccc(-c2csc(Nc3ccc(Cl)cc3)n2)cc1)c1cc([N+](=O)[O-])cc(C(F)(F)F)c1	.	.	0	95	.	.	31	-0.4	93
CCOC(=O)CN(Cc1ccccc1)S(=O)(=O)c1ccc(NC(C)=O)cc1	8	6	6	102	-3	-14	7	1.6	106
CC(C)C[C@H](NC(=O)c1cc2cc(Cl)ccc2n1C)C(=O)N1CCC(C(=O)O)CC1	-5	-5	1	99	-10	-31	16	.	100
COc1cccc(N2CCN(S(=O)(=O)c3cc4c(cc3Cl)NC(=O)CO4)CC2)c1	1	0	-1	102	-1	-16	18	2.2	100
S=c1[nH]nc(COc2ccccc2)n1/N=C/c1ccc(Cl)cc1Cl	-10	11	-2	98	-23	-33	-91	.	99
COc1ccc(N=C2CCS(=O)(=O)c3sccc32)cc1	16	3	1	91	-8	-1	16	0.7	101
Cc1occc1C(=O)N1CCN(C(=O)C2CCCO2)CC1 (stereo not given)	-1	0	2	100	-2	-4	10	0.2	98
O=C(COC(=O)c1n[nH]c2ccccc12)c1cccc(Br)c1	2	1	6	102	-5	-17	61*	2.5	103
CCOC(=O)c1ccc(NC(=O)COc2ccccc2CNCCO)cc1	20	-3	0	96	-4	14	-4	0.3	101
CCn1c(=O)n(CC)c2cc(N)ccc21	0	6	-7	107	-15	1	41	0.1	95
O=C(NC1=NCCS1)c1cc(-c2ccc(-c3ccccc3)cc2)nc2ccccc12	0	1	6	98	-9	-6	-27	-0.2	100
CCC(=O)Nc1cccc(C2=NOC3(C2)C[C@@H](C(N)=O)N(C(=O)COc2ccc(Cl)cc2)C3)c1 (stereo not given in full)	.	.	3	97	.	.	18	1.1	95
Oc1ccc(/C=N/Nc2nc(N3CCCC3)nc(N3CCCC3)n2)cc1O	-16	54*	-10	91	-5	-17	28	-1.5	83
Cc1cccc(C)c1OCC(=O)Nc1c(C)nn(C)c1C	12	2	4	100	-11	-10	48	-0.4	102

The list goes on.
SMILES	NALP1 yeast inh	PfM18AAP inh	MEKK2 mut-MEK5	MEKK3 PB1 HTS	GPR7 antagonist	FID counter	PHOSPHO1 block	OXTR ag	MEKK2 WT-MEK5
O=C(Nc1ccc(N2CCCC2)cc1)C(Cl)c1ccccc1 (stereo not given)	10	19	-1	99	-5	-8	9	0.4	94
COc1cc(NC(=O)Cc2c(C(=O)O)[nH]c3ccccc23)cc(OC)c1OC	9	1	4	102	-5	-27	37	0.1	100
Cc1ccc(-n2c(SCC(=O)NCCN3C(=O)CSC3=O)nnc2-c2cccc(C)c2)cc1	8	-1	3	105	-12	-35	-4	-1.0	102
COc1nc(N(c2ccccc2)c2ccccc2)nc(-n2ccnc2)n1	-16	7	0	96	14	-31	35	-1.3	96
Cc1cccc(NC(=O)CSc2nnnn2-c2ccc3c(c2)OCCO3)n1	-4	5	-10	104	-5	-4	15	0.8	103
CC(C)C(C(=O)Nc1ccc(S(=O)(=O)N2CCOCC2)cc1)N1C(=O)c2ccccc2C1=O (stereo not given)	43*	-5	4	104	-3	-4	8	7.7	107
CCCCOc1ccc(/C=C/C(=O)OCC(=O)N2CC(=O)Nc3ccccc32)cc1OCC	10	-12	0	115	-12	-16	7	-0.8	101
O=C(NCc1ccc2c(c1)OCO2)C(=O)NCC1OCCN1S(=O)(=O)c1ccccc1 (stereo not given)	4	7	0	100	-9	-30	20	-0.5	99
CN(C)CCCNC(=S)N1CCn2c(nc3ccccc32)C1	15	-6	-1	100	-7	1	-17	0.5	99
Cc1[nH]nc(-c2ccc(O)c(C)c2O)c1-c1cnn(-c2ccccc2)c1	0	16	-6	98	-4	-10	-14	15	98
CCOc1cc(-c2nc(C)c(C(C)=O)n2O)ccc1OCC(=O)Nc1ccccc1	28	0	-1	112	-6	-34	-23	-0.1	101
CC(C)c1ccc(NC2CCCN(C(=O)c3cccnc3)C2)cc1 (stereo not given)	16	7	1	96	-12	-22	22	-0.2	98
Nc1nonc1C(=O)NCCN=Cc1cc(Cc2ccccc2)cc(Br)c1O	11	11	.	.	-20	1	18	3.2	.
